Assay outcomes deposited in PubChem BioAssay by The Scripps Research Institute Molecular Screening Center.
LYPLA2 counter: LYPLA2 inhibitors, primary screen, counter-screen for PME1 inhibitor project, biochemical, fluorescence polarization, FP-Rh probe ABPP | Acyl-protein thioesterase 2 (Homo sapiens), O95372 | recombinant LYPLA2 | inhibition, % at 5.9 µM | 0.38% of 320,000 active | AID 2177, 2009;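 active means inhibition above the screen-wide mean plus 3 SD, limit set per campaign, cut at about 26% in these data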;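 further: 0% = LYPLA2 with DMSO and 100% = wells lacking LYPLA2 enzyme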
Target sequence (O95372 whole entry, looked up): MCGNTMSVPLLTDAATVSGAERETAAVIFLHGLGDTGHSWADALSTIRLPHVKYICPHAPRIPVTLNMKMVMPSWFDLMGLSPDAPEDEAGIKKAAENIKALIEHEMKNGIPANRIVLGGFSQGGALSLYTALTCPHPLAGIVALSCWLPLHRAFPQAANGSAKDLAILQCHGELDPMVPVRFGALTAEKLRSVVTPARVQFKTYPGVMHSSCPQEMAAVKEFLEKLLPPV
pPAFAH inh: pPAFAH enzyme inhibitors, primary screen, biochemical, fluorescence polarization, human. Platelet-activating factor acetylhydrolase (Homo sapiens), Q13093. recombinant pPAFAH, FP-rhodamine probe fluorescence polarization. inhibition, % at 3.39 µM. 1.5% of 330,000 active;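 active means inhibition above the mean inhibition across the screen plus 3 SD, cut at about 25% in these data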;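 further: inhibitors block binding of the rhodamine activity-based probe so polarization drops; 0% = enzyme with DMSO and 100% = wells lacking pPAFAH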
PAFAH1B2 inh: PAFAH1B2 enzyme inhibitors, primary screen, biochemical, fluorescence polarization, human. recombinant PAFAH1B2, FP-rhodamine activity probe. inhibition, % at 3.39 µM. 1.2% of 340,000 active. AID 492953, 2010;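 active means inhibition above the mean of all tested compounds plus 3 SD, cut at about 24% in these data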;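 further: 0% = enzyme with DMSO and 100% = wells lacking PAFAH1B2; many of its hits are not listed in these tables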
LYPLA1 counter: LYPLA1 inhibitors, primary screen, counter-screen for PME1 inhibitor project, biochemical, fluorescence polarization, FP-Rh probe ABPP. Acyl-protein thioesterase 1 (Homo sapiens), O75608. recombinant LYPLA1. inhibition, % at 5.9 µM. 0.16% of 320,000 active;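 active means inhibition above the mean of all tested compounds plus 3 SD, set per campaign, cut at about 14% in these data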;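 further: inhibitors block serine hydrolase probe labeling of LYPLA1 so polarization falls; 0% = enzyme with DMSO and 100% = wells lacking LYPLA1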
PAD4 inh: human PAD4 inhibitors, primary screen, biochemical, fluorescence polarization, 1536-well format. Protein-arginine deiminase type-4 (Homo sapiens), Q9UM07. recombinant PAD4, RCA probe fluorescence polarization. inhibition, % at 6.36 µM. 0.41% of 330,000 active. AID 485272, 2010;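 active means percent inhibition above a cutoff equal to the mean of all tested compounds plus 3 SD, cut at about 15% in these data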;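 further: 0% = PAD4 with RCA probe and DMSO and 100% = probe without PAD4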
Target sequence (Q9UM07 whole entry, looked up): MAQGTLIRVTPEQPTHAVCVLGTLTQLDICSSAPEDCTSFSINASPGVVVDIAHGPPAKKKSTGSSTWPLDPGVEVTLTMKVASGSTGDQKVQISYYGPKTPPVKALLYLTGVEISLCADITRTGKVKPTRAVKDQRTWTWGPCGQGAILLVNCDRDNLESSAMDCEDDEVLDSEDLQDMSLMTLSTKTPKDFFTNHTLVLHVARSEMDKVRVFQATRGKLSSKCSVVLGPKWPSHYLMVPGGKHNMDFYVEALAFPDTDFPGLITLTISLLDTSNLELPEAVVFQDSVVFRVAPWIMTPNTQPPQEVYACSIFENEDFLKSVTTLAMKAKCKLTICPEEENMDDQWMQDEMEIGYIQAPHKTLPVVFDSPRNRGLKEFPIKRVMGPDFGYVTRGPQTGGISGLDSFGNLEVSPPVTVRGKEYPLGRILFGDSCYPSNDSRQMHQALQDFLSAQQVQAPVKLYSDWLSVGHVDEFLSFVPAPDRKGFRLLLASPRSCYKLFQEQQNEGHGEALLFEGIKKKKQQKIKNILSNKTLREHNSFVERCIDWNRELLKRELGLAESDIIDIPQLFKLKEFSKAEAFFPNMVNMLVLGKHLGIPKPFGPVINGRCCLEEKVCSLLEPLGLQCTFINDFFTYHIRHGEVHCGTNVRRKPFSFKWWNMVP
GSTO1 inh: inhibitors of recombinant GSTO1, primary screen, counter-screen for RBBP9 inhibitor project, biochemical, fluorescence polarization | Glutathione S-transferase omega-1 (Homo sapiens), P78417 | activity-based probe fluorescence polarization | inhibition, % at 5.96 µM | 1.1% of 300,000 active | AID 1974, 2009;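 active means inhibition above the campaign mean inhibition plus 3 SD, cut at about 35% in these data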;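 further: 0% = GSTO1-1 with DMSO and 100% = wells lacking GSTO1-1 enzyme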
PME-1 primary: PME-1 inhibitors via competitive probe labeling, primary screen, biochemical, fluorescence polarization, FP-Rh probe, HTS. recombinant PME-1. inhibition, % at 5.9 µM. 0.53% of 320,000 active. AID 2130, 2009;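 active means inhibition above the campaign mean of all compounds plus 3 SD, cut at about 26% in these data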;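 further: competitive labeling of PME-1 active site by serine hydrolase directed probe; 0% = PME-1 with DMSO and 100% = wells lacking PME-1 enzyme; inhibitors block probe labeling so polarization falls and inhibition rises; many of its hits are not listed in these tables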
PAFAH1B3 FP inh: PAFAH1B3 enzyme inhibitors, primary screen, biochemical, fluorescence polarization, human. recombinant PAFAH1B3, FP-rhodamine probe. 0.28% of 340,000 active. inhibition, % at 3.39 µM. Platelet-activating factor acetylhydrolase IB subunit alpha1 (Homo sapiens), Q15102;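 active means inhibition above the screen-wide average of all tested compounds plus 3 SD, cut at about 25% in these data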;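 further: 0% = enzyme with DMSO only and 100% = wells lacking PAFAH1B3 protein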
PAFAH2 FP inh: PAFAH2 enzyme inhibitors, primary screen, biochemical, fluorescence polarization, human; Platelet-activating factor acetylhydrolase 2, cytoplasmic (Homo sapiens), Q99487; recombinant PAFAH2, FP-rhodamine activity probe; inhibition, % at 3.39 µM; 0.99% of 340,000 active;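 active means inhibition above the mean over all tested compounds plus 3 SD, cut at about 30% in these data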;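 further: inhibitors block probe labeling of enzyme so polarization drops; 0% = enzyme with DMSO and 100% = wells lacking PAFAH2 protein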
* = called active by the depositor; nt = no result given. Some of the compounds tested; count on the stated rates, not on these rows.

SMILES	LYPLA2 counter	pPAFAH inh	PAFAH1B2 inh	LYPLA1 counter	PAD4 inh	GSTO1 inh	PME-1 primary	PAFAH1B3 FP inh	PAFAH2 FP inh
COc1ccccc1N(CCOc1ccccc1)S(=O)(=O)c1ccccc1	nt	-1	7	nt	-6	nt	nt	7	3
COc1ccccc1/C=C/c1nc(C#N)c(N(C)C)o1	-2	9	-1	2	2	-1	9	6	2
CCOC(=O)c1c(C)[nH]c(C(=O)C(C)Sc2ccc(Cl)cc2)c1C (stereo not given)	-7	14	3	0	-9	-20	8	-3	2
CCn1c(C)nc2cc(C(=O)OC)ccc21	-6	-2	7	-2	0	-1	0	8	-1
COc1ccc(OC)c(NC(=O)CCN2CC(C)OC(C)C2)c1 (stereo not given)	-6	-1	5	0	-3	1	-2	-7	-1
CCCCn1c(N)c(N(CCOC)C(=O)c2cc(S(=O)(=O)N3CCOCC3)ccc2F)c(=O)[nH]c1=O	3	3	2	4	-1	-14	-8	-3	2
CN(CC(=O)Nc1sccc1C(N)=O)S(=O)(=O)c1ccc(Cl)cc1	nt	2	10	nt	2	nt	nt	8	6
FC(F)(F)c1cccc(NCc2n[nH]c(=S)n2C2CCCCC2)c1	10	3	6	4	-2	1	-5	15	2
CCN1C(=O)c2cccc3c(S(=O)(=O)N(C(C)=O)c4ccc(OC(C)=O)cc4)ccc1c23	nt	-1	8	nt	14	nt	nt	10	-2
COc1ccc2[nH]c(C(=O)N(C)c3ccc(F)cc3F)cc2c1	4	6	5	3	0	-2	-2	-7	3
O=C(c1cccc(Cl)c1)N1CCC(=O)N(C(COCc2cccc(Cl)c2)Cc2ccccc2)CC1 (stereo not given)	-3	11	0	-1	0	3	22	2	10
CCn1c(=O)n(CC)c2cc(N3CCCC3)c(NC(=O)c3ccc(C)cc3)cc21	6	15	4	-2	0	1	2	5	4
COc1ccc(C(=O)OCC(O)COC(=O)c2ccc(OC)cc2)cc1	2	3	nt	-2	2	0	-3	nt	nt
CCOc1ccccc1C1CC(c2cccc(NS(C)(=O)=O)c2)=NN1C(=O)c1ccccc1 (stereo not given)	-7	4	4	-6	-1	-4	2	-6	0
CCCC(=O)c1ccc(N2CCCCCC2)c(F)c1	8	-10	1	1	-9	-5	-7	-4	3
O=C(CSc1ncccn1)N1CCN(C(=O)CSc2ncccn2)CC1	3	-2	2	-1	-2	-1	-3	-1	3
CN1C(=O)CC(NNC(=O)c2ccccc2)C1=O (stereo not given)	5	-1	1	4	-5	12	-5	-4	-2
Cc1ccc(-c2nnc(-c3cccnc3)o2)cc1	1	0	0	-5	0	6	-1	-3	-1
COc1ccc(S(=O)(=O)N(C)c2ccc(C(=O)NC3CC3)cc2)cc1	3	-1	2	1	9	-5	-4	0	-2
Cc1ccnc(NC(=O)CCC(=O)N(CC(=O)NCc2ccc(F)cc2)c2ccc(F)cc2)c1	1	1	8	-1	2	3	0	-6	-7
CN1CCN(S(=O)(=O)c2ccc(N3CCN(c4ccccc4Cl)CC3)nc2)CC1	6	2	0	-1	1	nt	-6	12	-1
CC(C)n1ncc2c(C(=O)Nc3cccc(S(=O)(=O)N(C)C)c3)cc(C3CC3)nc21	-14	-3	-1	-17	-1	nt	-17	9	-7
COc1ccc(C(=O)OCC(=O)Nc2c(C)n(C)n(-c3ccccc3)c2=O)cc1OC	0	2	3	2	-7	nt	4	8	13
Cc1ccc(C(=O)Nc2nccs2)s1	-2	1	-4	3	1	-4	0	2	3
CC(=O)N1CCN(C(=S)NCCc2ccccc2)CC1	0	-6	-2	1	-3	6	-8	-1	-1
Cc1ccc(C2NC(=O)Cc3ccccc32)cc1 (stereo not given)	5	1	4	2	-3	-1	2	-3	7
COc1ccc(N2CCN(C(=O)c3ccc(CNS(=O)(=O)c4ccc(C)cc4)cc3)CC2)cc1	22	5	3	0	4	11	-3	0	5
CSc1cccc(NC(=O)C2CCCN2S(=O)(=O)c2ccc3c(c2)CCC(=O)N3)c1 (stereo not given)	7	4	1	1	4	8	4	6	-6
Cc1nc2ccccc2c(=O)n1NC(=O)c1cccnc1Cl	-1	3	6	0	-3	2	0	-1	2
CCCCNC(=O)Nc1ccccn1	-2	7	1	0	3	-1	-1	8	-2
CCN(CC)CCCNC(=O)c1cn(CC)c2cc(N3CCN(C(=O)c4ccco4)CC3)c(F)cc2c1=O	2	2	1	3	0	7	1	3	5
C=CC[C@@H](CC(=O)N[C@@H](CO)Cc1ccccc1)C(=O)NC[C@@H](OC(=O)[C@@H](CC=C)CC(=O)OC(C)(C)C)c1ccccc1	nt	0	8	nt	5	nt	nt	5	3
Cc1nnc2c3ccccc3c(Cl)nn12	7	4	0	1	0	8	-5	2	1
Cc1ccc2c(c1)N(C(C)C(=O)NCc1ccc3c(c1)OCO3)C(=O)CO2 (stereo not given)	-7	10	4	-4	-1	4	-1	9	-2
CC1CCN(C(=O)CN(c2cccc(F)c2)S(C)(=O)=O)CC1	0	4	-1	1	-2	-5	-6	0	4
CCC(C(=O)OCC(=O)Nc1cc(C)ccc1OC)c1ccccc1 (stereo not given)	-11	2	7	-4	-6	4	-2	-4	4
O=C(O)CCc1ccc(-c2ccc(F)cc2)n1CCC(=O)O	2	4	1	1	-1	7	-3	2	8
Fc1cccc(/C=N/Nc2nncc3ccccc23)c1	8	-1	2	6	0	-7	0	5	-1
CCN1CCN(S(=O)(=O)c2cc(OC)c(Cl)cc2OC)CC1	0	3	4	-4	-6	-2	-5	11	-11
Cc1cc2ncn(-c3ncnc4sc(C)c(C)c34)c2cc1C	3	0	5	-3	-5	3	-2	-2	4
COc1ccc(NC(=O)CSc2nnc(Cc3cccn3C)n2-c2ccc(F)cc2)cc1	0	9	9	-2	1	10	-6	7	4
CC(C)=CC1C(C(=O)Nc2ccc(S(=O)(=O)N3CCOCC3)cc2)C1(C)C (stereo not given)	3	4	0	0	-2	-1	0	-3	7
OCC1(Cc2ccccc2)CCCN(Cc2cn[nH]c2-c2ccccc2)C1 (stereo not given)	-2	-1	-3	0	-6	-8	-7	-2	-1
CCSc1cnc(-c2ccccc2)n1CC	14	4	0	5	0	-4	1	13	3
O=C1c2ccccc2C(=O)N1CCCc1nc(-c2ccc(Cl)cc2)no1	11	-2	-1	4	3	2	1	4	-2
CC(c1ccccc1)n1cc(C(=O)NCc2cccnc2)nn1 (stereo not given)	-6	-2	5	-2	-2	-1	1	0	4
O=C(NCCc1ccccc1)/C(=C\c1ccc([N+](=O)[O-])cc1)NC(=O)c1ccccc1	3	-3	1	-2	-3	1	-1	-5	5
CCCCCC(=O)O/N=C(\C)c1ccn(S(=O)(=O)c2ccccc2)c1	0	13	17	-2	-3	2	-1	5	-5
COc1ccc(C)cc1NC(=O)C(OC(=O)c1cnccn1)c1ccccc1 (stereo not given)	-1	8	2	1	0	-1	-5	8	3
COc1ccc(CCNC(=O)Cn2nnc(-c3ccc(OC)c(OC)c3)n2)cc1OC	0	0	2	-4	-1	2	4	1	-2
CCOc1ccc(-n2ccnc(SCC(=O)NCCc3ccccc3)c2=O)cc1	-3	5	6	-1	1	7	2	6	4
CCCCC(=O)N1CCN(c2nc3ccc(Br)cc3s2)CC1	12	7	-1	1	-3	4	-3	4	-3
O=c1[nH]c(/C=C\c2ccccc2F)nc(O)c1[N+](=O)[O-]	9	0	12	5	-2	3	2	6	1
O=C(OCc1ccccc1)/C(=C/c1ccc(Cl)cc1)NC(=O)c1ccccc1Cl	-1	2	2	-4	1	7	-1	-9	2
Cc1cc(C)n(CC(=O)Nc2ccc(N3CCOCC3)c(Cl)c2)c(=O)c1C#N	1	5	4	1	-6	8	2	4	1
O=C(CN1CCN(Cc2ccc(F)cc2)C1=O)NCc1cccs1	1	4	2	4	-4	10	1	2	-8
CC[C@]12c3[nH]c4cc(-c5ccco5)ccc4c3CCN1C(=O)[C@@H](CC(=O)NC(C)(C)C)C[C@@H]2C(=O)N1CCN(C(=O)C2CC2)CC1	nt	7	1	nt	2	nt	nt	1	-3
COc1ccc(/C=C/C(=O)N2CCN(c3ccccn3)CC2)c(OC)c1OC	-4	3	-2	-4	-1	-1	-3	1	1
O=C1c2ccccc2C(O)N1Cc1ccco1 (stereo not given)	-3	-3	2	-1	1	2	-2	0	-7

Part of the list above in a different format:
Fields: LYPLA2 counter | pPAFAH inh | PAFAH1B2 inh | LYPLA1 counter | PAD4 inh | GSTO1 inh | PME-1 primary | PAFAH1B3 FP inh | PAFAH2 FP inh
CC(c1ccccc1)n1cc(C(=O)NCc2cccnc2)nn1 (stereo not given)
  -6 | -2 | 5 | -2 | -2 | -1 | 1 | 0 | 4
O=C(NCCc1ccccc1)/C(=C\c1ccc([N+](=O)[O-])cc1)NC(=O)c1ccccc1
  3 | -3 | 1 | -2 | -3 | 1 | -1 | -5 | 5
CCCCCC(=O)O/N=C(\C)c1ccn(S(=O)(=O)c2ccccc2)c1
  0 | 13 | 17 | -2 | -3 | 2 | -1 | 5 | -5
COc1ccc(C)cc1NC(=O)C(OC(=O)c1cnccn1)c1ccccc1 (stereo not given)
  -1 | 8 | 2 | 1 | 0 | -1 | -5 | 8 | 3
COc1ccc(CCNC(=O)Cn2nnc(-c3ccc(OC)c(OC)c3)n2)cc1OC
  0 | 0 | 2 | -4 | -1 | 2 | 4 | 1 | -2
CCOc1ccc(-n2ccnc(SCC(=O)NCCc3ccccc3)c2=O)cc1
  -3 | 5 | 6 | -1 | 1 | 7 | 2 | 6 | 4
CCCCC(=O)N1CCN(c2nc3ccc(Br)cc3s2)CC1
  12 | 7 | -1 | 1 | -3 | 4 | -3 | 4 | -3
O=c1[nH]c(/C=C\c2ccccc2F)nc(O)c1[N+](=O)[O-]
  9 | 0 | 12 | 5 | -2 | 3 | 2 | 6 | 1
O=C(OCc1ccccc1)/C(=C/c1ccc(Cl)cc1)NC(=O)c1ccccc1Cl
  -1 | 2 | 2 | -4 | 1 | 7 | -1 | -9 | 2
Cc1cc(C)n(CC(=O)Nc2ccc(N3CCOCC3)c(Cl)c2)c(=O)c1C#N
  1 | 5 | 4 | 1 | -6 | 8 | 2 | 4 | 1
O=C(CN1CCN(Cc2ccc(F)cc2)C1=O)NCc1cccs1
  1 | 4 | 2 | 4 | -4 | 10 | 1 | 2 | -8
CC[C@]12c3[nH]c4cc(-c5ccco5)ccc4c3CCN1C(=O)[C@@H](CC(=O)NC(C)(C)C)C[C@@H]2C(=O)N1CCN(C(=O)C2CC2)CC1
  nt | 7 | 1 | nt | 2 | nt | nt | 1 | -3
